# SRC3 inh = SRC3 coactivator transcriptional activity inhibitors, primary screen, cell-based, luminescence | HEK293 GAL4-SRC3 luciferase reporter | 360,000 tested, 0.17% active | inhibition, % at 3.6 µM;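 active means inhibition above a per-campaign cutoff, the mean of all compounds plus 3 SD, cut at about 60% in these data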;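 further: 0% = DMSO-treated cells and 100% = gossypol-treated cells at 36 µM; higher means less SRC3-driven luciferase light from the GAL4 reporter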
# NR2F2 inh = NR2F2 transcriptional activity inhibitors, primary screen, cell-based, luciferase reporter, HEK293T, luminescence; inhibition, % at 8.6 µM; AID 686940, 2013; 370,000 tested, 0.7% active; HEK293T NGFI-A luciferase reporter;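 active means inhibition above a per-plate cutoff, mean inhibition of test wells between control levels plus 3 SD, cut at about 38% in these data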;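 further: cells cotransfected with COUP-TFII expression vector driving the NGFI-A reporter; 0% = median of COUP-TF2 test wells and 100% = reporter-only cells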
# SRC2 inh = inhibition of GAL4-SRC2 driven luciferase reporter, primary screen, SRC2 inhibitor project, cell-based, luminescence | 370,000 tested, 0.17% active | Nuclear receptor coactivator 2 (Homo sapiens), Q15596 | inhibition, % at 9 µM | HEK293 GAL4-SRC2 luciferase reporter;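 active means inhibition above the mean inhibition of all tested compounds plus 3 SD, set per campaign, cut at about 52% in these data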;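 further: 0% = DMSO treated cells and 100% = cells given Gossypol at 36 µM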
# TROY signal inh = inhibitors of TROY-driven NF-kB signaling, primary screen, Q293 LMP1-TROYcd cells, NF-kB luciferase, uHTS. Q293 LMP1-TROYcd NF-kB luciferase reporter, 4 h. inhibition, % at 10 µM. 360,000 tested, 0.98% active. AID 1347056, 2019;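 active means compounds whose plate-normalised and pattern-corrected inhibition of the luciferase reporter signal at the single screening dose is 50% or more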
# Exocytosis inh = LAMP-1 surface exposure blockers, TALL-104 cells – cell-based, flow cytometry, MLPCN library, primary screen; inhibition, % at 10 µM; 360,000 tested, 0.66% active; AID 651702, 2012; TALL-104 LAMP-1 surface exposure; cells stimulated with thapsigargin and PMA;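 active means inhibition above about 55%, limit read from the data; inconclusive means no clear call, values can overlap the other calls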
# NOD2-RIPK2 inh = NOD2-RIPK2 binding disruptors in cells, primary screen, fluorescence, CHO cells, BLA complementation; Receptor-interacting serine/threonine-protein kinase 2 (Homo sapiens), O43353; CCF4 ratio; inhibition, % at 4.98 µM; 360,000 tested, 0.38% active; in the data active means inhibition above about 21%;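 further: 0% = vehicle only and 100% = reference blocker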
# TLR9-MyD88 inh = inhibitors of TLR9-MyD88 association in cells, primary screen, cell-based, CHO, BLA complementation, fluorescence; 340,000 tested, 0.21% active; Toll-like receptor 9 (Homo sapiens) + Myeloid differentiation primary response protein …; AID 504734, 2011; inhibition, % at 4.98 µM; CCF4 FRET ratio;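 active means inhibition above the mean over all tested compounds plus 3 SD, cut at about 21% in these data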;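 further: 0% = DMSO only wells and 100% = clavulanate BLA inhibitor control wells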
# ABHD5 PLIN5 PPI = ABHD5-PLIN5 interaction inhibitors, primary screen, cell lysate, split luciferase complementation, luminescence. Split G. princeps luciferase complementation, 4 h. 360,000 tested, 0.78% active. Perilipin-5 (Homo sapiens) + 1-acylglycerol-3-phosphate O-acyltransferase ABHD5 (Homo …. inhibition, % at 4 µM. AID 602281, 2012;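 active means inhibition above the mean inhibition across every tested compound plus 3 SD, cut at about 22% in these data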;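 further: 0% = DMSO only wells and the 100% control is not disclosed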
# NCOA1 inh = SRC1 coactivator transcriptional activity inhibitors, primary screen, cell-based, luminescence. 360,000 tested, 0.12% active. AID 588354, 2011. Nuclear receptor coactivator 1 (Homo sapiens), Q15788. HEK293 GAL4-SRC1 luciferase reporter. inhibition, % at 3.6 µM;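 active means inhibition above the campaign mean plus 3 SD, with each screening campaign given its own cutoff, cut at about 60% in these data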;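 further: 0% = DMSO treated cells and 100% = gossypol at 36 µM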
# Target sequence (Q15788 whole entry, looked up, the tested form may be a part): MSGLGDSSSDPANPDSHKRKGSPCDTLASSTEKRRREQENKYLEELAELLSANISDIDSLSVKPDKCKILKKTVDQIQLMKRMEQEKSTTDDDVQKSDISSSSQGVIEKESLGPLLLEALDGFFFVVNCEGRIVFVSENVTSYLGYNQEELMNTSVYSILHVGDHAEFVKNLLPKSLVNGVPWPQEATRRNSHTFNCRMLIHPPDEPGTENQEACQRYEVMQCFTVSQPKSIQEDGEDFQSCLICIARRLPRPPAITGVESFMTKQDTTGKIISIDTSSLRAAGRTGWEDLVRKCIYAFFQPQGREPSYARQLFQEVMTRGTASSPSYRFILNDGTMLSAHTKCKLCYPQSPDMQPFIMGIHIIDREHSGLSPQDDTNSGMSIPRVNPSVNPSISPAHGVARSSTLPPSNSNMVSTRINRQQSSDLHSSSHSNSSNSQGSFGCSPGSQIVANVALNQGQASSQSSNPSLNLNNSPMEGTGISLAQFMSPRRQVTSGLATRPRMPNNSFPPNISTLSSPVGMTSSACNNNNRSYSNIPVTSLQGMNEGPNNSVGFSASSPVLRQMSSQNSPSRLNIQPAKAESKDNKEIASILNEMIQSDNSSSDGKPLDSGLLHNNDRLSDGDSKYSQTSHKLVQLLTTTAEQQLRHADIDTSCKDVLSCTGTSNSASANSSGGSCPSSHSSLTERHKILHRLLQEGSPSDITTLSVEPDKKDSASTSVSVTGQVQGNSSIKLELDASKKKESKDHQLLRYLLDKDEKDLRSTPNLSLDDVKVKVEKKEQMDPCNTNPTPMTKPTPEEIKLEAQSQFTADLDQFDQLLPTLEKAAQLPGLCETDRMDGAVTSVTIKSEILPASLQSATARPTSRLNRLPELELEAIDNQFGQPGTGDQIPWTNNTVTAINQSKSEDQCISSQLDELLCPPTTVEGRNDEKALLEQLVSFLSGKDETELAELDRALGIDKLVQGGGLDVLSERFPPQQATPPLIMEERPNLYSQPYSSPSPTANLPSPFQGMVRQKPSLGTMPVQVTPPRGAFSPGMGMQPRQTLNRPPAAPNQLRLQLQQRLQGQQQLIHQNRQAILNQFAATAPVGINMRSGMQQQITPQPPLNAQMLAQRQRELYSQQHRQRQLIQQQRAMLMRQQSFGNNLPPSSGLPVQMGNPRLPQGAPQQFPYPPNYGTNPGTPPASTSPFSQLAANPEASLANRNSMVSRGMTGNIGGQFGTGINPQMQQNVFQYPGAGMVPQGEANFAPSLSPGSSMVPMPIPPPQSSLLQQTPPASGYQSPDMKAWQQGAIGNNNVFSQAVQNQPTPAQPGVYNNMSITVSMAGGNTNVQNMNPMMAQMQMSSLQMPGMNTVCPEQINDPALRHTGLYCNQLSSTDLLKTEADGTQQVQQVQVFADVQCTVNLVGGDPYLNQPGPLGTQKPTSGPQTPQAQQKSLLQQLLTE
# NR5A2 inv ag = LRH-1 (NR5A2) inverse agonists, primary screen, cell-based, luminescence, HEK293T, StAR-luciferase reporter | LRH-1 transfected, 24 h | inhibition, % at 3.6 µM | 360,000 tested, 0.13% active | AID 602396, 2012;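 active means inhibition above the mean inhibition of all tested compounds plus 3 SD, cut at about 73% in these data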;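 further: 0% = DMSO wells and 100% = reporter-only cells lacking LRH-1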
# TWEAK-Fn14 inh = inhibitors of TWEAK-Fn14 signaling, primary screen, luciferase reporter cells, uHTS. AID 1159606, 2016. TWEAK-stimulated Fn14 reporter cells, luciferase luminescence, 8 h. inhibition, % at 10 µM. 360,000 tested, 2% active; in the data active means inhibition above about 50%
# * = called active by the depositor; ? = inconclusive; . = not tested or not shown. The list is partial. The share of hits here may be higher or lower than overall.
nr	SMILES	SRC3 inh	NR2F2 inh	SRC2 inh	TROY signal inh	Exocytosis inh	NOD2-RIPK2 inh	TLR9-MyD88 inh	ABHD5 PLIN5 PPI	NCOA1 inh	NR5A2 inv ag	TWEAK-Fn14 inh
1	COC(=O)CSC1=NN1c1cc(C)nc(N)n1	12	-25	-29	5	10	-3	-8	11	19	16	-5
2	N#Cc1cc2c(nc1SCC(=O)Nc1ccc(Cl)cc1)C1CCN2CC1	-6	-30	-38	27	-4	2	-4	1	-42	-85	12
3	CC(C)CN(CC(C)C)c1ccc(C=C2C(=O)NC(=S)NC2=O)cc1[N+](=O)[O-]	4	-8	24	0	-2	7	-12	-19	3	15	-8
4	O=C(COc1ccccc1)N1CCN(CCN2C(=O)c3cccc4cccc(c34)C2=O)CC1	-1	17	13	-3	4	1	-2	5	-5	14	-18
5	COc1ccc(C2C=C(C)Oc3c2c(=O)oc2ccccc32)cc1OC (stereo not drawn)	-16	6	-7	14	6	-1	2	-4	4	6	2
6	CCCCOP(=O)(CN1CCOCC1)OCCCC	1	-5	6	-14	-6	-6	-2	-8	-9	9	-15
7	CN(C)C1(c2nnnn2CCOC(=O)Nc2ccc(Cl)cc2)CCCCC1	3	15	-12	4	-2	-3	-5	-5	-2	-13	7
8	Cc1nc2ccc(Cl)cc2c(=O)n1-c1ccc([N+](=O)[O-])cc1	4	8	0	1	3	5	-1	-2	3	-4	-22
9	O=C(O)Cn1cc(C(=O)c2ccccc2F)c2ccccc21	-6	-16	-9	2	-10	1	-1	-4	-13	7	22
10	COc1ccc2nc(-c3ccc(CN4CCC(n5c(=O)[nH]c6ccccc65)CC4)cc3)c(-c3ccccc3)nc2c1	.	27	-28	29	41	-5	.	9	.	-31	29
11	Cc1cc(OCC(=O)N2CCC(C(=O)O)CC2)c2c3c(c(=O)oc2c1)CCC3	9	24	3	12	5	3	-3	-7	2	9	1
12	CC(C)n1cc(C(=O)N(CC(=O)NC2CCCC2)Cc2ccccc2)cn1	-9	2	-12	17	-6	0	-2	-3	4	-7	-1

# Entries of single compounds, looked up by structure:
# Entry for Cc1nc2ccc(Cl)cc2c(=O)n1-c1ccc([N+](=O)[O-])cc1 → SRC3 inh: 4; NR2F2 inh: 8; SRC2 inh: 0; TROY signal inh: 1; Exocytosis inh: 3; NOD2-RIPK2 inh: 5; TLR9-MyD88 inh: -1; ABHD5 PLIN5 PPI: -2; NCOA1 inh: 3; NR5A2 inv ag: -4; TWEAK-Fn14 inh: -22
# Entry for COc1ccc(C2C=C(C)Oc3c2c(=O)oc2ccccc32)cc1OC (stereo not drawn) → SRC3 inh: -16; NR2F2 inh: 6; SRC2 inh: -7; TROY signal inh: 14; Exocytosis inh: 6; NOD2-RIPK2 inh: -1; TLR9-MyD88 inh: 2; ABHD5 PLIN5 PPI: -4; NCOA1 inh: 4; NR5A2 inv ag: 6; TWEAK-Fn14 inh: 2

# More results follow:
nr	SMILES	SRC3 inh	NR2F2 inh	SRC2 inh	TROY signal inh	Exocytosis inh	NOD2-RIPK2 inh	TLR9-MyD88 inh	ABHD5 PLIN5 PPI	NCOA1 inh	NR5A2 inv ag	TWEAK-Fn14 inh
13	COc1ccc(C2(c3cccc(O)c3OC)CCN(C(C)=O)CC2)cc1O	24	-14	-17	-7	-5	4	-15	-4	-6	1	10
14	COCCNC(=O)Cn1cc(C=C2C(=O)NC(=O)NC2=O)c2ccccc21	21	-16	12	-6	?	-4	1	22*	10	2	12
15	COC(=O)C1=C(c2ccc(C(C)=O)cc2)C[C@@H]2CC[C@H]1N2C(=O)NC1Cc2ccccc2C1	-3	.	.	-17	-3	7	1	2	-22	3	2
16	CC1=C(C(=O)O)N2C(=O)C(NC(=O)CCCC(=O)O)C2SC1 (stereo not drawn)	14	17	-17	3	3	-8	-9	1	-11	1	-6
17	C=CCN1C(=O)/C(=C/c2cc(C)n(-c3cccnc3)c2C)C(=O)NC1=S	28	-4	4	3	-1	-2	2	-4	14	14	-17
18	C[C@]12CC[C@@H](O)CC1=CCC1C2CC[C@@]2(C)C1CC[C@@H]2N (stereo partly drawn)	8	4	7	-4	-19	-9	5	-5	-3	7	3
19	COc1cccc(C2CC3C(=O)C=CC2N3Cc2ccccc2)c1 (stereo not drawn)	14	3	-29	16	2	-4	11	0	4	9	11
20	CCNC(=O)NC(=O)C(C)OC(=O)c1c(C)nn(Cc2ccccc2)c1Cl (stereo not drawn)	6	10	23	22	-3	-2	4	-1	-6	10	9
21	COc1ccc(-c2[nH]ncc2CNC(C)Cc2cccc(C)n2)cc1F (stereo not drawn)	5	1	5	12	1	-11	8	0	-17	-5	-1
22	CCn1ccnc1CN1CCCC(C(=O)c2cccc(C(F)(F)F)c2)C1 (stereo not drawn)	18	20	35	13	-3	-9	-4	3	0	-5	-4
23	CCC(CC)N1CCN(C(=O)Cc2ccccc2)CC1	-6	6	12	3	2	-7	-3	3	10	8	-13
24	CCCNS(=O)(=O)c1ccc(OCC(=O)N2CCN(Cc3ccc4c(c3)OCO4)CC2)c(C)c1	13	46*	26	28	-1	5	-3	-15	14	31	12
25	O=C(c1cc(F)ccc1F)C1CCCN(Cc2cc(Cl)ccc2O)C1 (stereo not drawn)	4	14	11	13	27	-13	-6	2	2	-11	7
26	CC1(C)CC(CCNCc2ccc3c(c2)OCO3)(Cc2ccccc2)CCO1 (stereo not drawn)	19	0	-11	14	0	-5	2	0	13	9	-14
27	COc1c(C)cc(C(=O)C2CCCN(C3CCOCC3)C2)cc1C (stereo not drawn)	11	4	-13	-3	-3	0	-15	0	5	-32	-23
28	OC(C#CCN1CCOCC1)(c1ccccc1)C1CCCC1 (stereo not drawn)	-5	-4	10	0	-1	-5	-11	-2	-17	-4	-19
29	O=C(C1CC(=O)N(C2CCCCC2)C1)N1CCC2(CC1)OCCO2 (stereo not drawn)	11	-7	1	11	7	-41	1	-4	-6	-6	3
30	CNC(=O)OCCc1nccn1C	12	-3	15	3	-5	-8	-8	-4	4	2	17
31	COc1ccc(C(=O)C2CN(C)CC2c2ccc(Cl)cc2)cc1 (stereo not drawn)	8	-11	-27	-10	6	1	-9	2	-5	-16	2
32	C=CC[N+]1(C)CC[C@]23c4c5ccc(O)c4O[C@H]2C(=O)CC[C@@]3(O)[C@H]1C5 (stereo partly drawn)	-3	14	-23	-3	-3	-5	5	4	-34	-17	9
33	CCN1CCN(c2cc(=O)n3ccccc3n2)CC1	-22	3	-20	-7	-10	-2	-8	-6	6	-28	0
34	CNC(=O)Oc1cccc(-c2cn3cc(Cl)ccc3n2)c1	-68	-30	3	30	1	-6	3	0	-70	-86	35
35	COc1ccc(CNCC(=O)N2CCC3(CC2)OCCO3)cc1	-4	0	9	-3	-3	-10	-7	0	4	-50	-12
36	CCOC(=O)C(O)(c1ccc(NC(=O)c2ccco2)c(OC)c1)C(F)(F)F (stereo not drawn)	5	4	-23	0	2	0	-2	-1	-29	15	-2

# Some of the entries so far, with values under each structure:
# Order of results – SRC3 inh, NR2F2 inh, SRC2 inh, TROY signal inh, Exocytosis inh, NOD2-RIPK2 inh, TLR9-MyD88 inh, ABHD5 PLIN5 PPI, NCOA1 inh, NR5A2 inv ag, TWEAK-Fn14 inh
(28) OC(C#CCN1CCOCC1)(c1ccccc1)C1CCCC1 (stereo not drawn)
    -5, -4, 10, 0, -1, -5, -11, -2, -17, -4, -19
(33) CCN1CCN(c2cc(=O)n3ccccc3n2)CC1
    -22, 3, -20, -7, -10, -2, -8, -6, 6, -28, 0
(36) CCOC(=O)C(O)(c1ccc(NC(=O)c2ccco2)c(OC)c1)C(F)(F)F (stereo not drawn)
    5, 4, -23, 0, 2, 0, -2, -1, -29, 15, -2
(32) C=CC[N+]1(C)CC[C@]23c4c5ccc(O)c4O[C@H]2C(=O)CC[C@@]3(O)[C@H]1C5 (stereo partly drawn)
    -3, 14, -23, -3, -3, -5, 5, 4, -34, -17, 9

# (more compounds)
nr	SMILES	SRC3 inh	NR2F2 inh	SRC2 inh	TROY signal inh	Exocytosis inh	NOD2-RIPK2 inh	TLR9-MyD88 inh	ABHD5 PLIN5 PPI	NCOA1 inh	NR5A2 inv ag	TWEAK-Fn14 inh
37	COc1ccc(-n2c(O)c(/C=C/C=Nc3ccccc3)c(=O)[nH]c2=O)cc1	13	15	0	-5	-5	2	2	-1	-7	6	22
38	COc1c(OP2(=S)OCC(C)(C)CO2)cnn(C2CCCCC2)c1=O	7	19	-2	-5	-7	-88	.	1	-9	-5	-11
39	c1cc(OCCN2CC2)ccn1	-25	-21	13	4	-2	-8	-2	7	-8	4	19
40	CC(=O)Nc1ccccc1OC(=O)N(C)C	9	3	2	3	4	0	4	5	-28	1	7
41	O=C1C(=O)c2cccc3cccc1c23	14	2	-12	22	2	15	1	-7	-11	15	8
42	CCOc1ccc2oc(C(=O)NN3C(C)CCCC3C)c(C)c2c1 (stereo not drawn)	9	18	-4	-4	0	-5	-3	-5	-12	-1	-9
43	CCOC(=O)c1c(N)n(Cc2ccco2)c2nc3ccccc3nc12	15	-2	18	10	-1	-10	-11	-8	6	15	7
44	COc1cc(C(c2c(O)c3ccccc3oc2=O)c2c(C)n(C)n(-c3ccccc3)c2=O)ccc1O (stereo not drawn)	13	8	10	-7	0	-3	4	4	6	1	-2
45	C[C@@H]1CN([C@H](C)CO)C(=O)CCCn2nncc2CO[C@H]1CN(C)C(=O)Oc1cccc2ccccc12	-40	0	5	14	5	-4	-4	-6	-1	6	10
46	CCn1c(=O)cc(SCC(=O)N2CCC3(CC2)OCCO3)c2ccccc21	11	-88	-43	-22	-1	4	3	3	-8	1	14
47	O=C1NC(=O)C(CCc2ccncc2)(CCc2ccncc2)C(=O)N1Cc1ccccc1	3	3	5	-13	-6	-9	4	1	-11	7	8
48	Cc1ccc(CN2C(=O)CN=C(c3ccccc3)c3ccccc32)cc1	29	4	24	12	1	-1	1	-1	-3	0	-7

# Screening results as filed in PubChem BioAssay.
